CRFBP-R2 agonist – agonists of human CRF-binding protein/CRF-R2 receptor complex. AID 588473. 350,000 tested, 0.46% active. activation, % at 13.2 µM. HEK293 CRF-R2/CRF-BP, calcium dye fluorescence (FLIPR); percent of saturating CRF peptide response;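 active means activation of at least 50%, plus an integration ratio under a set limit after plate pattern correction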;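 further: plate controls were neutral control wells without compound for no effect and CRF at EC100 for full effect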
M5 ag – CHRM5 agonism in calcium assay. 360,000 tested, 0.19% active. CHO-K1 hM5 cells, Fluo-8 calcium fluorescence; 0% DMSO wells, 100% maximal acetylcholine response. P08912. activation, % at 3 µM;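 active means activation above the run's mean over test compounds plus 3 SD, cut at about 23% in these data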;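 further: signal is peak over basal fluorescence ratio across the kinetic read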
M1 antag – blocks human M1 muscarinic receptor | P11229 | CHO-K1 hM1, Fluo-8 calcium fluorescence, ACh EC80 antagonist | 360,000 tested, 1.3% active | inhibition, % at 3 µM;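 active means percent inhibition above its own plate's cutoff, namely the mean of that plate's compound wells plus 3 SD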;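 further: peak over basal fluorescence ratio during 140 s after agonist addition; 0% = ACh EC80 plus DMSO and 100% = DMSO alone without agonist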
Target sequence (P11229 whole entry, looked up): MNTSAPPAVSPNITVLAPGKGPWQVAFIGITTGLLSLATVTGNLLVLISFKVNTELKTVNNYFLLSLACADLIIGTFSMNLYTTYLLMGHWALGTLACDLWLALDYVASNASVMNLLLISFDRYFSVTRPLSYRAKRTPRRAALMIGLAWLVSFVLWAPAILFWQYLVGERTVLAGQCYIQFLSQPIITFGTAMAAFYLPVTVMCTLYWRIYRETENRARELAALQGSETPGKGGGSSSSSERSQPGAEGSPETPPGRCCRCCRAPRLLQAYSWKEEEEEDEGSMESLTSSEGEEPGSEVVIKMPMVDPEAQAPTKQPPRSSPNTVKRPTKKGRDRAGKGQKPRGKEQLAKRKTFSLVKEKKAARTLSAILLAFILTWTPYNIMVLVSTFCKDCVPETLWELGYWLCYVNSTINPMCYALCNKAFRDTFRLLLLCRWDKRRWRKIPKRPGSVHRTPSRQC
CHRM1 PAM – potentiates human M1 receptor response to acetylcholine; P11229; CHO-K1 hM1, Fluo-8 calcium fluorescence, ACh EC20; 0% = ACh EC20, 100% = maximal ACh; activation, % at 3 µM; 360,000 tested, 0.088% active; AID 588819; in the data active means activation above about 19%, passing the limit was not always enough
CHRM5 PAM – potentiates acetylcholine response at human M5 receptor; AID 624038; activation, % at 3 µM; 360,000 tested, 0.3% active; CHO-K1 hM5, Fluo-8 calcium, ACh EC20 PAM; 0% = ACh EC20, 100% = ACh EC100;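 active means activation above the run cutoff, the mean activation of all test compounds plus 3 SD, cut at about 18% in these data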
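system = human M5 receptor in CHO-K1 cells | compound = one concentration, 3 µM final (nominal) | schedule = Post-acetylcholine fluorescence recording 140 s | signal = Fluo-8 calcium dye fluorescence, kinetic read | benchmarks = low control EC20 acetylcholine (0%), high control EC100 acetylcholine (100%) | repeats = singlicate, one well per test compound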
M4 antag – blocks acetylcholine activation of human M4 receptor | 360,000 tested, 0.73% active | CHO-hM4 cells, ACh EC80, Fluo-8 calcium fluorescence | inhibition, % at 3 µM;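 active means inhibition above its plate's cutoff, the mean inhibition of sample wells plus 3 SD, cut at about 27% in these data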;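 further: 0% = acetylcholine EC80 with DMSO and 100% = DMSO without agonist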
Target sequence (P08173 whole entry, looked up): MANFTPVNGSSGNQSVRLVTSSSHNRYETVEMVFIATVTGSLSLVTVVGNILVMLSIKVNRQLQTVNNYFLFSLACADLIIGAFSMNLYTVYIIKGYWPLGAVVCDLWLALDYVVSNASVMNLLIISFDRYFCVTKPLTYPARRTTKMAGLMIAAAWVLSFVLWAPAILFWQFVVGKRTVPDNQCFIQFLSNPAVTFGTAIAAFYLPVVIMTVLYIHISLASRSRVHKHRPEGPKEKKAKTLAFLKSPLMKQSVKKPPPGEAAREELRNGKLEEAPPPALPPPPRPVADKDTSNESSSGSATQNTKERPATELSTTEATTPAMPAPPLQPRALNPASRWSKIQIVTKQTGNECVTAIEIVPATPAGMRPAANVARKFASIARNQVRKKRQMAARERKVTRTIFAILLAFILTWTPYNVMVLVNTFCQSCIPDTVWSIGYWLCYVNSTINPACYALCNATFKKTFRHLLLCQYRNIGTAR
CHRM4 PAM – CHRM4 positive allosteric modulation; P08173; CHO-K1 hM4/Gqi5, Fluo-8 calcium fluorescence, ACh EC20; 0% = ACh EC20, 100% = maximal ACh; activation, % at 3 µM; 360,000 tested, 0.4% active; AID 624126;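 active means activation above its plate's cutoff, the mean activation of sample wells plus 3 SD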; further: some results filed as inactive read as strong as hits
CHRM5 antagonist – antagonists of human muscarinic M5 receptor (CHRM5); CHO-hM5 cells, Fluo-8 calcium fluorescence, ACh EC80; inhibition, % at 3 µM; 360,000 tested, 0.59% active;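 active means inhibition above a per-plate cutoff, the mean of that plate's test compounds plus 3 SD, cut at about 27% in these data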;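 further: 0% = acetylcholine EC80 with DMSO and 100% = DMSO without agonist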
CHRM4 agonist – CHRM4 agonism in calcium assay. CHO-K1 hM4/Gqi5, Fluo-8 calcium fluorescence; vehicle 0%, full acetylcholine response 100%. activation, % at 3 µM. 360,000 tested, 0.14% active;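 active means activation above the run mean over all test wells plus 3 SD, cut at about 32% in these data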;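 further: peak over basal fluorescence ratio per well then scaled between controls; 0% = DMSO wells and 100% = acetylcholine at EC100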
* = called active by the depositor; . = not tested or not shown.

1	CC(=O)Nc1cccc(Nc2nc(-c3ccccc3)nc3ccccc23)c1
2	O=[N+]([O-])c1cccnc1N1CCN(c2ccccc2F)CC1
3	Nc1cccc(/C=C/c2ccncc2)c1
4	Cc1ccc(NC(=O)CSCC(=O)N=c2sccn2C)cc1
5	CC1=CC(C)(C)N(C(=O)C(C)N2C(=O)c3ccccc3C2=O)c2ccc(C)cc21 (stereo unspecified)
6	N#CC1=C(N)Oc2n[nH]c(-c3ccc(F)cc3)c2C1c1ccncc1 (stereo unspecified)
7	COc1ccccc1CNC(=O)c1ccc(SC)cc1OC
8	Cc1ccc(S(=O)(=O)N2CC3(C)CN(S(=O)(=O)c4ccc(C)cc4)CC(C)(C2)C3O)cc1 (stereo unspecified)
9	COCCNC(=O)C(c1ccco1)N(C(=O)Cn1nnc2ccccc21)c1ccc(C)cc1C (stereo unspecified)
10	COCCn1c(SCC(=O)NCC2CCCO2)nc2c([nH]c3ccccc32)c1=O (stereo unspecified)

Assay by compound	1	2	3	4	5	6	7	8	9	10
CRFBP-R2 agonist	-0.1	-1.6	0.4	-0.3	-1.9	-0.9	-3.2	0.2	-0.2	-1.2
M5 ag	1	-1	-2	2	-4	-1	-5	0	-7	0
M1 antag	5	1	11	-10	-5	-6	3	1	-3	-9
CHRM1 PAM	2	1	-2	6	6	-3	-2	1	7	4
CHRM5 PAM	-16	4	1	-6	-8	-1	2	0	-10	-5
M4 antag	4	-8	-4	0	-6	-1	0	4	1	-3
CHRM4 PAM	-12	3	4	3	-2	2	6	-2	-5	-4
CHRM5 antagonist	12	-1	-6	3	-2	6	6	0	1	1
CHRM4 agonist	15	0	2	1	-2	0	-1	0	2	0

11	O=C(CSc1ccsc1[N+](=O)[O-])N1CCCCCC1
12	O=C(COC(=O)COc1ccc(Br)cc1)NCC1CCCO1 (stereo unspecified)
13	CCC(=O)Nc1ccc(C(=O)COC(=O)CCN2C(=O)C3CC=CCC3C2=O)cc1 (stereo unspecified)
14	Cc1cccn2c(=O)c3cc(C(=O)NCc4ccco4)c(=N)n(CCc4ccccc4)c3nc12
15	CCSc1oc(-c2ccccc2)nc1S(=O)(=O)c1ccccc1
16	Cc1c(N(C)S(=O)(=O)c2ccc(Cl)c(C(=O)NCC3CCCO3)c2)c(=O)n(-c2ccccc2)n1C (stereo unspecified)
17	CC(=O)Nc1ccc(NC(=O)CCC(=O)OCC(=O)c2cccc([N+](=O)[O-])c2)cc1
18	O=[N+]([O-])c1cc(S(=O)(=O)N2CCCC2)ccc1NN=C1CCCCC1
19	O=C(CCN1CCOCC1)N1CCCC(Nc2cccc(F)c2)C1 (stereo unspecified)
20	CC1(C)CC[C@]2(C(=O)O)[C@H](O)C[C@]3(C)C(=CCC4[C@@]5(C)C[C@H](O)[C@H](O)[C@@](C)(CO)C5CC[C@]43C)[C@@H]2C1 (stereo partly specified)

Assay by compound	11	12	13	14	15	16	17	18	19	20
CRFBP-R2 agonist	-1.2	-0.5	-1.9	12	3.2	-0.6	-1.6	0.2	3.0	-0.4
M5 ag	-4	-1	4	-6	-4	-1	0	-3	-6	0
M1 antag	-10	14	4	-1	-18	-12	-4	0	-4	-7
CHRM1 PAM	10	-7	0	-5	1	15	7	-4	2	6
CHRM5 PAM	-5	-3	1	-5	-8	-1	-3	-6	0	3
M4 antag	-1	-5	1	-5	1	2	-5	10	-5	-6
CHRM4 PAM	-3	3	2	-13	-6	6	-1	-5	0	11
CHRM5 antagonist	1	14	6	11	-1	14	-3	10	-17	1
CHRM4 agonist	1	2	3	4	1	1	1	0	1	0

Molecules shown so far that contain a nitro group on carbon:
2	O=[N+]([O-])c1cccnc1N1CCN(c2ccccc2F)CC1
11	O=C(CSc1ccsc1[N+](=O)[O-])N1CCCCCC1
17	CC(=O)Nc1ccc(NC(=O)CCC(=O)OCC(=O)c2cccc([N+](=O)[O-])c2)cc1
18	O=[N+]([O-])c1cc(S(=O)(=O)N2CCCC2)ccc1NN=C1CCCCC1

Assay by compound	2	11	17	18
CRFBP-R2 agonist	-1.6	-1.2	-1.6	0.2
M5 ag	-1	-4	0	-3
M1 antag	1	-10	-4	0
CHRM1 PAM	1	10	7	-4
CHRM5 PAM	4	-5	-3	-6
M4 antag	-8	-1	-5	10
CHRM4 PAM	3	-3	-1	-5
CHRM5 antagonist	-1	1	-3	10
CHRM4 agonist	0	1	1	0

Further compounds
21	CC1CCCCC1NC(=O)c1cc2ccccc2o1 (stereo unspecified)
22	COc1cccc(N2CCN(S(=O)(=O)c3ccc(-n4cnnn4)cc3)CC2)c1
23	CC(=O)Oc1ccc(NC(=O)CSc2ccccc2)cc1
24	CCN(Cc1ccccc1)Cc1ccc(OCc2ccccc2)c(OC)c1
25	O=C(NC(=S)Nc1ccccn1)c1ccc(-c2ccccc2)cc1
26	O=C(CSc1nnc(-c2ccncc2)n1-c1ccccc1)Nc1ccc(C(=O)O)cc1
27	Cc1nnc(C)n1/N=C/c1cc(Br)cc(Br)c1O
28	COc1ccccc1C=NN=C(N)C(N)=NN=Cc1ccccc1OC
29	O=C(Cn1nc(Cl)nc1Cl)c1ccc2c(c1)OCCO2
30	C=C1CCN([C@@H](Cc2ccccc2)C(=O)O)S(=O)(=O)c2ccccc21

Assay by compound	21	22	23	24	25	26	27	28	29	30
CRFBP-R2 agonist	-2.3	3.9	1.9	0.4	-1.1	-2.2	16	0.7	-1.2	-2.1
M5 ag	-2	-2	2	-7	-3	1	-3	-1	-6	0
M1 antag	-5	-3	-1	9	3	4	-5	-6	17	7
CHRM1 PAM	3	4	6	-18	4	8	-2	0	5	-1
CHRM5 PAM	-5	-1	-4	-2	-4	9	-1	-17	8	1
M4 antag	-1	6	4	10	0	-8	6	2	-4	-2
CHRM4 PAM	-1	-2	0	-12	3	5	-2	-2	7	8
CHRM5 antagonist	3	7	4	12	15	-7	7	23	-5	5
CHRM4 agonist	-1	1	-1	-1	0	0	1	6	0	0

Structures shown so far with a Cl atom, in the order listed:
16	Cc1c(N(C)S(=O)(=O)c2ccc(Cl)c(C(=O)NCC3CCCO3)c2)c(=O)n(-c2ccccc2)n1C (stereo unspecified)
29	O=C(Cn1nc(Cl)nc1Cl)c1ccc2c(c1)OCCO2

Assay by compound	16	29
CRFBP-R2 agonist	-0.6	-1.2
M5 ag	-1	-6
M1 antag	-12	17
CHRM1 PAM	15	5
CHRM5 PAM	-1	8
M4 antag	2	-4
CHRM4 PAM	6	7
CHRM5 antagonist	14	-5
CHRM4 agonist	1	0

Given bar-delimited: part of the list above
item | canonical_smiles | CRFBP-R2 agonist | M5 ag | M1 antag | CHRM1 PAM | CHRM5 PAM | M4 antag | CHRM4 PAM | CHRM5 antagonist | CHRM4 agonist
22 | COc1cccc(N2CCN(S(=O)(=O)c3ccc(-n4cnnn4)cc3)CC2)c1 | 3.9 | -2 | -3 | 4 | -1 | 6 | -2 | 7 | 1
23 | CC(=O)Oc1ccc(NC(=O)CSc2ccccc2)cc1 | 1.9 | 2 | -1 | 6 | -4 | 4 | 0 | 4 | -1
27 | Cc1nnc(C)n1/N=C/c1cc(Br)cc(Br)c1O | 16 | -3 | -5 | -2 | -1 | 6 | -2 | 7 | 1

Further records follow:
31	CCC(C)(C)C1CCC2(CC1)NC(=O)N(CC(=O)NCCCc1ccccc1)C2=O (stereo unspecified)
32	CCOc1ccccc1/C=N/NC(=O)CNC(=O)c1ccc(S(=O)(=O)N2CCOCC2)cc1
33	COc1cccc(NC(=O)Nc2cccnc2)c1
34	COc1cc(SC)ccc1C(=O)N1CCCc2ccccc21
35	COc1cc(CN2CCC(n3nccc3NC(=O)c3ccccc3OC)CC2)ccc1F
36	O=S(=O)(NC1CCCCC1N1CCN(c2cccc(Cl)c2)CC1)c1ccccc1 (stereo unspecified)
37	COc1ccc(C(NC(C)=O)c2nccc3cc(OC)c(OC)cc23)cc1OC (stereo unspecified)
38	CCCn1nc(Oc2nc(SC)nc(N(C)C)n2)ccc1=O
39	NC(=O)[C@@H]1CC2(CC(c3cccc(NC(=O)COc4ccc(Cl)cc4)c3)=NO2)CN1C(=O)COc1ccc(Cl)cc1 (stereo partly specified)
40	C[n+]1ccccc1/C=C/c1ccc(C#N)cc1

Assay by compound	31	32	33	34	35	36	37	38	39	40
CRFBP-R2 agonist	4.3	-0.2	0.1	-0.1	-0.8	8.6	1.4	-1.7	1.8	-1.7
M5 ag	-1	-1	-1	-2	-3	-5	1	-1	-1	-12
M1 antag	-10	-4	-5	-12	-17	4	-21	-8	5	-6
CHRM1 PAM	8	4	6	4	4	-7	13	6	-1	-7
CHRM5 PAM	1	-4	-1	-3	-1	5	9	-4	-3	5
M4 antag	-19	1	-5	-6	-18	-13	-3	-1	7	-5
CHRM4 PAM	4	2	6	-1	8	7	-2	5	8	-8
CHRM5 antagonist	12	6	-2	-12	-8	-2	8	-11	20	-8
CHRM4 agonist	0	1	1	1	11	5	0	1	1	0

41	CCc1ccccc1N1C(=O)c2cccc3c(N4CCOCC4)c([N+](=O)[O-])cc(c23)C1=O
42	O=C(/C=C/c1ccco1)N1CCN(c2ccc(F)cc2)CC1
43	Cc1cccnc1C(NC(=O)C1CCN(CCOc2ccc(Cl)cc2Cl)CC1)c1ccc(Cl)cc1 (stereo unspecified)
44	CCC(C)N(C)Cc1cccc(C2(O)CCN(S(=O)(=O)c3ccc(F)cc3)CC2)c1 (stereo unspecified)
45	Fc1ccccc1/C=N/Nc1nc(N2CCCCC2)nc(N2CCCCC2)n1
46	O=C(NCc1cccnc1)c1ccc(-c2ccc(Cl)cc2)o1
47	CC(=O)OC[C@@H]1CN(Cc2ccccc2)C[C@H](n2cnc3c(NCC(C)C)ncnc32)O1

Assay by compound	41	42	43	44	45	46	47
CRFBP-R2 agonist	-1.1	0.5	.	0.0	-2.1	-4.5	.
M5 ag	2	-3	-1	-7	-1	1	3
M1 antag	-3	-9	4	10	-7	21	4
CHRM1 PAM	5	4	3	-18	6	-17	0
CHRM5 PAM	-4	-6	-3	-3	8	-17	-3
M4 antag	-4	-1	-1	16	7	-2	3
CHRM4 PAM	-2	-7	2	-12	0	-10	-1
CHRM5 antagonist	-1	13	7	6	3	3	5
CHRM4 agonist	1	2	7	1	0	15	3

Assay outcomes (PubChem)
